Epigenetic mod = epigenetic modulators derepressing GFP locus in mouse cells. 0.09% of 68,000 active. Potency, µM (top dose mostly 46.1 µM), without a hit: top-dose GFP derepression (activation). mouse C127i GFP locus derepression, cytometry, 30 h; also: % of control where 0% means no effect
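Locus derepression in mouse mammary C127i cells whose integrated CMV-GFP reporter is normally silent; GFP expression after 30 h compound treatment was quantified by counting fluorescent cells.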
USP2a inh = blocks human ubiquitin-specific protease USP2a. 0.1% of 60,000 active. USP2a enzymatic assay, qHTS inhibition. Potency, µM (top dose mostly 38.3 µM), inactives show top-dose activity change, negative = inhibition, hits mostly inhibitors. AID 927. O75604;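 also: potency is read from the fitted curve at half-maximal effect; nearly all actives have a fitted effect of over 60% in size; plate controls were DMSO for no effect and NEM full inhibition control for full effect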
Target sequence (O75604 whole entry, looked up): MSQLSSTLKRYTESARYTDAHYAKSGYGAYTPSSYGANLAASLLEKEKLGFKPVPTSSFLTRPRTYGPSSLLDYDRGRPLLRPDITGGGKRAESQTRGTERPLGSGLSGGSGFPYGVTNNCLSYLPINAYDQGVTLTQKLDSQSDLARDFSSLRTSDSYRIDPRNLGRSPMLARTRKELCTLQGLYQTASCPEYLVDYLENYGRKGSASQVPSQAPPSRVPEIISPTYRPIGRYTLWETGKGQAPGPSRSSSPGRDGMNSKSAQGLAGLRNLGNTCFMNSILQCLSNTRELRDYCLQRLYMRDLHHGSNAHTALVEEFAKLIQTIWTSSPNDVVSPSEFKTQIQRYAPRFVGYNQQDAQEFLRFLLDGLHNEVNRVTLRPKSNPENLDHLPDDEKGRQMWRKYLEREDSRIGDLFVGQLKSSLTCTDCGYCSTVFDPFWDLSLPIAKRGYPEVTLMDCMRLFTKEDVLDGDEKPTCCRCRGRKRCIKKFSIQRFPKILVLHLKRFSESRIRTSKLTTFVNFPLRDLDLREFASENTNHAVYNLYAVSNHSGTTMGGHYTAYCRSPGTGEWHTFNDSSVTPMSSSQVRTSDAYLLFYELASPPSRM
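USP2 core (20 nM final) was preincubated with compound for 30 min at RT in 20 mM Tris-HCl pH 8.0, 2 mM CaCl2, 2 mM beta-mercaptoethanol; Ub-PLA2 (20 nM) plus NBD C6-HPC (20 uM) then added, fluorescence read after 2.5 h.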
CRE-bla Fsk = CRE-bla signaling modulation under forskolin stimulation. 2.5% of 71,000 active. AID 662. CHO CRE-bla reporter (cAMP response element driving beta-lactamase), forskolin EC10, beta-lactamase ratio. Potency, µM (doses to about 38.2 µM), without a hit: at the top dose activity change, negative = inhibition, most hits filed as activators; active = well fitted activation curve with a large enough effect in the signal ratio, with a control signal flat, not every such curve was filed as active; inconclusive = small, poorly fitted or top-dose-only effect, or effect the other way, or a change in a side signal; the % refers to the signal ratio; also: potency is read from the fitted curve at half-maximal effect; % of control where 0% means no effect
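Modulation of forskolin-driven signalling is measured in CHO cells carrying a CRE-controlled beta-lactamase reporter. Cells are stimulated with EC10 NKH 477 in the presence of titrated compound for 3 h at 37 °C, then loaded with CCF4 for 2 h at room temperature.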
UbGFP stabilizer = inhibits proteasome, raising ubiquitin-GFP reporter fluorescence; AID 526; Ubiquitin-GFP reporter cells, proteasome inhibition, GFP fluorescence; response scale: untreated = 0%, 10 µM MG-132 = 100%; 67,000 tested, under 10 active; Potency, µM (doses to about 45.9 µM), for the others: at the top dose activation (GFP accumulation), actives largely listed as activators; active = well fitted activation curve with a large enough effect, not every such curve was filed as active; inconclusive = small, poorly fitted or top-dose-only effect, or another doubt; inactive = no such curve, though single readings can be large or run the other way; also: potency is read from the fitted curve at half-maximal effect
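Proteasome block read as GFP accumulation: ubiquitin(G76V)-GFP U2OS cells exposed to compound (2.9 nM–46 uM) for 4 hr at 37 C. Normalization used untreated cells as 0% and 10 uM MG-132 as 100%; concentration-response curves fitted.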
HADH2 inhib = HADH2 (human) dehydrogenase inhibition; recombinant HADH2, NADH fluorescence, beta-hydroxybutyryl-CoA; Potency, µM (highest dose often 57.1 µM), inactives show top-dose activity change, negative = inhibition, usual class: inhibitors; 3.4% of 73,000 active; also: potency is read from the fitted curve at half-maximal effect; % is scaled to controls: 0 for no effect and ±100 for the full control effect; nearly all actives have a fitted effect of over 60% in size; many of its hits are not listed in these tables
Target sequence (Q99714 whole entry, looked up, one chain of several): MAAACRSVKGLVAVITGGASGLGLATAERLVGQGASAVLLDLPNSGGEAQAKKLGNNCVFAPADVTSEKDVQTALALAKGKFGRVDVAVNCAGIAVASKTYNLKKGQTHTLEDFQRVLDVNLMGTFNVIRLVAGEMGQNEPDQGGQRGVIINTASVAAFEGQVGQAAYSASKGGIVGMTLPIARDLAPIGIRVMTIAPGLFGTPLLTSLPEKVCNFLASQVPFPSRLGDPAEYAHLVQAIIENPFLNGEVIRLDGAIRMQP
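20 nM HADH2 + cpd, 15 min RT; add 1 mM NAD+/90 uM beta-hydroxybutyryl-CoA; kinetic fluorescence 360/450 nm, 4 min. Tris-HCl pH 9.0, 0.01% Tween-20.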
BRCT inh green = inhibitors of human BRCA1 BRCT-phosphoprotein interaction (green fluorophore); 0.05% of 75,000 active; AID 875; Potency, µM (highest dose often 76.9 µM), without a hit: at the top dose activity change, negative = inhibition, usual class: inhibitors; P38398; BRCA1 BRCT-phosphopeptide binding, green fluorescence polarization;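 also: potency is read from the fitted curve at half-maximal effect; plate controls were peptide without protein for full effect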
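Fluorescence polarization: His-tagged BRCT (~35 kDa BRCA1 C-terminus, 250 nM) bound to 100 nM fluorescein-labeled phosphorylated 10-aa BACH1 peptide, pH 7.3 phosphate buffer with DTT and Tween 20. Compounds incubated 12 min at room temperature; inhibition read as lowered polarization.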
Hsp90 Hop PPI = changes Hsp90-Hop TPR2A binding signal, up or down. AlphaScreen TPR2A-His6 binding biotin-Hsp90 C-terminal peptide. Potency, µM (top dose mostly 57 µM), for the others: at the highest dose activity change, negative = inhibition. 0.44% of 71,000 active; active = well fitted curve in either direction with a large enough effect; inconclusive = small, poorly fitted or top-dose-only effect, or another doubt; also: potency is read from the fitted curve at half-maximal effect; % is scaled to controls: 0 for no effect and ±100 for the full control effect; many of its hits are not listed in these tables
HBB splice mod = alters splicing of the hemoglobin beta chain; HBB splicing reporter cell assay, activation; EGFP reporter with mutant IVS2-654 intron; response scale: normalised to 500 nM splice-correcting PNA; Potency, µM (titrated, usually from 46.1 µM), for inactives: at the highest dose activation, actives largely listed as activators; 0.06% of 65,000 active; AID 925; also: potency is read from the fitted curve at half-maximal effect; 0% is about no effect
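HeLa cells stably expressing EGFP interrupted by mutant beta-globin intron 2 (IVS2-654), 500/well in 2% FCS. Treated with compound for 2 days at 37C. Splicing correction scored as total well GFP intensity (488 nm excitation, 500-520 nm emission); 500 nM antisense PNA served as control.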
DNA Pol III inh = DNA polymerase III holoenzyme inhibition; 0.25% of 71,000 active; reconstituted DNA polymerase III holoenzyme replication, biochemical; Potency, µM (titrated, usually from 57.1 µM), without a hit: at the highest dose activity change, negative = inhibition; AID 603; also: potency is read from the fitted curve at half-maximal effect; % is scaled to controls: 0 for no effect and ±100 for the full control effect
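Reconstituted *E. coli* holoenzyme (0.35 nM Pol III, 1 nM beta, 154 nM SSB, 2 nM primase) was preincubated with compound for 15 min at RT. Synthesis on 1.4 nM ssM13Gori ran 35 min, then was stopped with PicoGreen/EDTA and read as dsDNA fluorescence.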
15-hLO inh = 15-hLO (ALOX15) enzyme inhibition; purified 15hLO-1, xylenol orange hydroperoxide absorbance; Potency, µM (titrated, usually from 57.1 µM), for inactives: at the highest dose activity change, negative = inhibition, hits mostly inhibitors; 1.4% of 74,000 active; also: potency is read from the fitted curve at half-maximal effect; % is scaled to controls: 0 for no effect and ±100 for the full control effect; nearly all actives have a fitted effect of over 55% in size
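Purified human 15hLO-1 (40 nM) in 25 mM Hepes pH 7.5, 0.01% Triton X-100, preincubated 15 min RT with compound, then 50 uM arachidonic acid for 6 min. Hydroperoxide read by ferrous/xylenol orange, 30 min; 573/405 nm absorbance ratio gave progress.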
BRCT inh red = disrupts BRCA1 BRCT binding to phosphoprotein, red fluorophore readout | Potency, µM (titrated, usually from 76.9 µM), inactives show at the top dose activity change, negative = inhibition, hits mostly inhibitors | BRCT-phosphopeptide binding, red fluorescence polarization | AID 892 | 0.03% of 75,000 active; also: % is scaled to controls: 0 for no effect and ±100 for the full control effect
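Rhodamine-labelled pBACH1 10-mer (100 nM) bound to BRCT domain (100 nM) at pH 7.3; compounds incubated 12 min room temperature, polarization read. Free peptide defines full inhibition; unlabelled decapeptide titrated as control.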
* marks the source's active call; other numbers are inactive results; ? = inconclusive; · = not tested or not shown; [ ] = dose if it differs, or a comment. Unless noted, calls follow the shape of the dose curve; as a rule, active = well fitted curve in the direction sought with a large enough effect; inconclusive = small, poorly fitted or top-dose-only effect, or another doubt; inactive = no such curve, though single readings can be large; an effect the other way counts as inactive or inconclusive. Only part of the results is shown, so the mix of outcomes need not match the whole.

SMILES	Epigenetic mod	USP2a inh	CRE-bla Fsk	UbGFP stabilizer	HADH2 inhib	BRCT inh green	Hsp90 Hop PPI	HBB splice mod	DNA Pol III inh	15-hLO inh	BRCT inh red
O=c1[nH]c2ccccc2c2ccccc12	-1%	18%	?	10%	?	-1.8%	-4%	0.6%	-2%	5%	-2.1%
O=C(NCc1ccco1)C1CCC(N2C(=O)c3ccccc3C2=O)CC1 (configuration not stated)	-2%	1%[7.66 µM]	-12%[7.6 µM]	23%[9.17 µM]	8%[11.4 µM]	-2.3%	-3%[11 µM]	-1.5%[0.0738 µM]	1%[11.4 µM]	8%[11.4 µM]	-1.5%
CC(C)CCN(C)C1CCN(C(=O)Nc2c(F)cccc2F)CC1	7%	·	-5%	-2%	9%	-2.4%	0%	-0.5%	-4%	1%	0.8%
CCC(=O)N1CCc2cc(Br)cc(S(=O)(=O)N3CCCCCC3)c21	4%	20%	14%	5%	16%	0.3%	-3%	-0.4%	-2%	-4%	-1.3%
O=C(O)CSCCc1ccccc1	4%[9.22 µM]	·	-10%[7.6 µM]	4%[9.17 µM]	-10%[11.4 µM]	-4.5%[15.4 µM]	-1%[11 µM]	2.2%[9.22 µM]	-4%[11.4 µM]	-2%[11.4 µM]	-3.4%[15.4 µM]
Clc1ccccc1-c1nc(N2CCNCC2)c2ccccc2n1	9%[9.22 µM]	-3%	?	3%	?	-0.1%	-6%	1.6%	-13%	-18%	-0.1%
O=C(c1ccccc1)c1ccc(OC(=O)N2CCCC2)cc1	5%	-17%	-5%	-8%	1%	1.5%	2%	-2.8%	1%	2%	1.1%
S=C(S)NCCN1CCNCC1	2%[9.22 µM]	·	-4%[7.6 µM]	6%[9.17 µM]	3.2µM*	-0.1%[15.4 µM]	10%[11 µM]	0.7%[9.22 µM]	-2%[11.4 µM]	6%[11.4 µM]	0.0%[15.4 µM]
O=C(c1cccc(F)c1)N1CCN(S(=O)(=O)c2ccc(C(F)(F)F)cc2)CC1	-1%	6%	3%	2%	-3%	-1.0%	-1%	·	-3%	4%	0.3%
CCCn1c(N)c(N(C)C)c(=O)n(CC(=O)Nc2ccc(OC(F)(F)F)cc2)c1=O	0%	10%	3%	3%	0%	-2.9%	-2%	-0.2%[57.5 µM]	-1%	-7%	0.4%
O=C(CSc1ncnc2c1oc1ccccc12)N1CCc2ccccc2C1	2%	-24%	-4%	-2%	15%	-2.1%	5%	-1.3%[57.5 µM]	-1%	-5%	0.9%
C[C@@H](C(=O)NCc1ccc(S(C)(=O)=O)cc1)[C@@H]1C[C@@]1(C)[C@@H](NC(=O)OCc1ccccc1)c1ccccc1	·	·	-11%	·	-4%	-1.5%	-7%	1.0%	-5%	·	-1.1%
CN1/C(=C\C(=O)c2cccs2)Sc2ccccc21	-1%	3%	?	-3%	-3%	-0.2%	?	3.7%	1%	-28%	-0.1%
CCCn1c(=O)c(C(=O)NCc2ccc(OC)c(OC)c2)c(O)c2ccccc21	0%	-7%	?	0%	-4%	-0.1%	0%	·	-3%	-8%	-1.3%
Cc1cc(NS(=O)(=O)c2ccc(NC(=O)CCCOc3ccccc3)cc2)no1	1%	-3%	-4%	4%	1%	0.8%	5%	-1.3%	-4%	-3%	-1.6%
O=C(NC1CCCCC1)C(c1ccco1)N(Cc1cccnc1)C(=O)C1COc2ccccc2O1 (configuration not stated)	-1%	22%	-9%	-1%	27%	0.1%	-1%	·	-3%	-2%	0.8%
O=C1/C(=C/c2cccnc2)SC(=S)N1Cc1ccco1	3%[9.22 µM]	·	1%[7.6 µM]	-9%[9.17 µM]	-17%[11.4 µM]	-1.0%[15.4 µM]	-3%[11 µM]	4.9%[9.22 µM]	-7%[11.4 µM]	-4%[11.4 µM]	-0.5%[15.4 µM]
CCN(CC)S(=O)(=O)N1CCC(C(=O)NCCN2CCOCC2)CC1	0%	-3%	2%	-2%	3%	1.3%	-2%	-1.2%[57.5 µM]	-2%	2%	1.7%
Cc1ncoc1C(=O)Nc1cccc(Cl)c1C	-2%	8%	1%	24%	-15%	-1.8%	0%	4.6%[1.84 µM]	-1%	-5%	1.8%
CCN(C(=O)c1c(-c2ccccc2)noc1C)c1ccccc1	3%	10%	?	-13%	10%	0.0%	-3%	0.6%	5%	4%	-0.2%
COc1ccc2[nH]c(=O)c(CN(C(=O)COc3ccccc3)C(C)C)cc2c1	-9%	23%	10%	1%	-2%	0.2%	-3%	-1.4%[0.369 µM]	2%	?	1.2%
CCCCN1CCCC[C@H]1C(=O)Nc1c(C)cccc1C	6%[20.6 µM]	2%[17.1 µM]	2%[17.1 µM]	4%[20.5 µM]	19%[25.6 µM]	-0.4%[34.4 µM]	0%[26 µM]	0.1%[20.6 µM]	-4%[25.6 µM]	5%[25.6 µM]	1.1%[34.4 µM]
C=CCn1c(=O)c(C(=O)Nc2ccccc2C(=O)OCC)c(O)c2ccccc21	-2%	33%[activator]	6%	0%	25µM*	-0.7%	-4%	-0.1%[57.5 µM]	-5%	14%	0.5%
COc1ccc(-c2cn3cc(Cl)ccc3n2)cc1OC	3%	-5%	?	3%	?	-3.2%	-1%	-0.1%[57.5 µM]	-2%	-8%	-0.2%
CC(NCCc1ccc(O)cc1)C(O)c1ccc(O)cc1 (configuration not stated)	-2%[20.6 µM]	5%	·	·	·	-1.3%[3.08 µM]	·	·	·	-6%	0.0%
CCOC(=O)CSc1nnc(Cc2ccccc2)n1Cc1ccco1	1%	11%	-4%	-2%	8%	-1.1%	-3%	-0.8%	-5%	6%	-0.1%
CN(C)c1ccc(-c2ccc3ncnc(N(C)C)c3c2)cc1	0%[9.22 µM]	8%	10µM*	2%	8%	0.0%	-4%	-0.8%	1%	-1%	-0.7%
CCCC(C(=O)NC1CCCCC1)N(Cc1ccco1)C(=O)CNS(=O)(=O)c1ccccc1 (configuration not stated)	-1%	10%	-4%	3%	10%	0.2%	-2%	·	-5%	11%	-0.6%
N#Cc1nc(COc2cccc(Cl)c2)oc1NCc1ccco1	-2%	·	4%	-9%	-5%	4.3%	-11%	-1.2%	-4%	-26%	2.8%
C=CCN(CC=C)C(=O)Nc1cc(Cl)ccc1OC	-5%	-3%	29%	-2%	-2%	-0.7%	3%	-0.3%	1%	-14%	-0.4%
Cc1ncc(CO)c(CN)c1O	4%[9.22 µM]	·	4%[7.6 µM]	-2%[9.17 µM]	-7%[11.4 µM]	-1.0%[15.4 µM]	-2%[11 µM]	3.8%[9.22 µM]	-4%[11.4 µM]	5%[11.4 µM]	0.1%[15.4 µM]
O=c1c2ccccc2n2nnnc2n1-c1ccccc1	-2%	1%	12%	-1%	-3%	-0.2%	0%	-1.3%	-2%	4%	1.1%
COc1ccc(C(=O)N2CCC[C@@]3(CCN(Cc4ccc(C#N)cc4)C3)C2)cc1	-2%[9.22 µM]	36%[activator]	-1%	0%	6%	-2.2%	-2%	1.8%	-14%	-1%	0.2%
COc1cc(C(=O)N(Cc2cc3cc(C)ccc3[nH]c2=O)CC2CCCO2)cc(OC)c1OC (configuration not stated)	0%	15%	?	18%	8%	-0.5%	0%	1.2%[1.84 µM]	0%	-27%	-0.3%
CCCCCCn1c(N2CCC(C(N)=O)CC2)nc2c1c(=O)[nH]c(=O)n2C	3%	30%[activator]	16%	-1%	2%	-2.1%	-2%	·	3%	3%	0.2%
CCC(C)(C)NC(=O)C(OC(=O)c1cc2sccc2n1C)c1ccc(OC)cc1 (configuration not stated)	0%	58%[activator]	-2%	1%	-3%	0.2%	-4%	·	2%	-7%	-0.7%
Cc1nn(Cc2ccccc2)c(N)c1C#N	-2%	2%	2%	7%	2%	-1.2%	1%	-0.2%	2%	6%	-1.9%
CC(C)(C)C(=O)[C@@H]1[C@@H]2C(=O)N(c3ccc4c(c3)OCCO4)C(=O)[C@@H]2C2c3ccccc3C=CN21 (some centres not stated)	0%	10%	?	5%	3%	0.3%	-12%	2.2%[57.5 µM]	-5%	?	-0.5%

Bioassay records: PubChem BioAssay, National Center for Advancing Translational Sciences (NCATS)
